High-throughput results from PubChem.
PP1 inh – blocks human PP1-alpha phosphatase, a PP5 counter-screen; purified PP1alpha, OMFP fluorescence; P62136; hit rate 0.9% among 320,000; inhibition, % at 6.7 µM;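 active means inhibition above the mean inhibition of all tested compounds plus 3 SD, computed separately for each screening campaign, cut at about 15% in these data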
Target sequence (P62136 whole entry, looked up): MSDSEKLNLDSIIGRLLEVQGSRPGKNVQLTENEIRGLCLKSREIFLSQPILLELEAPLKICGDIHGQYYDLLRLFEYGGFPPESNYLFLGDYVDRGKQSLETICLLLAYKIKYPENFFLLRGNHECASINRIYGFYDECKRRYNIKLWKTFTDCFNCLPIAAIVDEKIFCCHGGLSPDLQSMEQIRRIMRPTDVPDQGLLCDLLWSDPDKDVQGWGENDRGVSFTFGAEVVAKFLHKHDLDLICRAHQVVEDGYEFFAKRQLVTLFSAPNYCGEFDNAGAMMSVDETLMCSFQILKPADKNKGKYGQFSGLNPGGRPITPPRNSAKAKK
AHR activator – activators of human aryl hydrocarbon receptor. P35869. AHR-responsive luciferase reporter cells, luminescence. activation, % at 5 µM. hit rate 2.5% among 320,000; in the data active means activation above about 47%;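 further: 0% = vehicle wells and 100% = reference agonist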
procasp3 activ – activators of human procaspase-3; recombinant procaspase-3 D3A, Ac-DEVD-pNA absorbance 405 nm; activation, % at 8.5 µM; hit rate 0.11% among 330,000;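 active means activation above the mean of all tested compounds plus 3 SD, cut at about 21% in these data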;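 further: 0% = DMSO alone and 100% = DMSO wells spiked with extra 5 µM PC-3 D3A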
Target sequence (P42574 whole entry D9A/D28A/D175A): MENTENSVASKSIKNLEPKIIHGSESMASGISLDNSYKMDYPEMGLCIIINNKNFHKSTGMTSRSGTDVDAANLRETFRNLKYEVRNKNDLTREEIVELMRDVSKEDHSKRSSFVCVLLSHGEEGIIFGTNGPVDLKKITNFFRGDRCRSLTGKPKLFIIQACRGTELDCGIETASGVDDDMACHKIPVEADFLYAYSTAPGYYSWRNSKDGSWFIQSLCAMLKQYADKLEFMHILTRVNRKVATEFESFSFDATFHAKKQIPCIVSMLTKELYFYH
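Compound: 8.5 µM single point, 0.8% DMSO / Material: Autoprocessing-dead procaspase-3 D3A mutant enzyme / Timing: 1 h preincubation plus 2 h reaction at 25 °C / Medium: Zinc-free HEPES/NaCl buffer with 0.01% Triton X-100 at pH 7.4 / Technique: 405 nm absorbance of p-nitroaniline, reads at 0 and 120 min / Repeats: one well per compound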
PP5 inh – inhibitors of human protein phosphatase 5 (PP5) | P53041 | AID 1987 | hit rate 0.18% among 320,000 | purified PP5c, OMFP substrate fluorescence | inhibition, % at 6.7 µM;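 active means inhibition above the campaign's mean inhibition across all tested compounds plus 3 SD, cut at about 9.5% in these data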;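 further: 0% = DMSO only and 100% = 100 µM cantharidin control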
procasp7 counter – counter-screen for procaspase-3 activators: activators of human procaspase-7. P55210. recombinant procaspase-7, Ac-DEVD-pNA absorbance 405 nm; D23A/D198A/D206A triple mutant, cannot self-cleave; scale: DMSO 0, 5 µM enzyme 100. activation, % at 8.5 µM. hit rate 0.093% among 330,000;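 active means percent activation above the screen-wide mean plus 3 SD, cut at about 25% in these data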
Target sequence (P55210 whole entry D23A/D198A/D206A): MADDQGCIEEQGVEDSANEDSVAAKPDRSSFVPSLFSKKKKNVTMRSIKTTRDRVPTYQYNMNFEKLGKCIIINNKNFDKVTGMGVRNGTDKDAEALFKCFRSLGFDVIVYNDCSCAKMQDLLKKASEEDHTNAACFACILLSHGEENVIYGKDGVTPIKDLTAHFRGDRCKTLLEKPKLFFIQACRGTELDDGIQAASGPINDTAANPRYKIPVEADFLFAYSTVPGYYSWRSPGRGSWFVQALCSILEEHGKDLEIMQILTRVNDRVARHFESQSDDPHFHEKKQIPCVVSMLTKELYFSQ
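Detection: p-Nitroaniline absorbance at 405 nm, read at 0 and 120 min; system: Uncleavable procaspase-7 mutant enzyme; evaluation: % activation from two-timepoint absorbance difference, scaled to controls; times: 1 h enzyme–compound preincubation and 2 h substrate reaction, both 25 °C; buffer or medium: Zinc-free HEPES pH 7.4 with 300 mM NaCl, 0.01% Triton X-100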
TPT1 inhibitor – inhibitors of Candida albicans tRNA 2'-phosphotransferase TPT1; hit rate 0.81% among 300,000; inhibition, % at 5 µM; recombinant caTPT1, FP RNA substrate dephosphorylation;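 active means inhibition above the mean of all tested compounds plus 3 SD, set per screening campaign, cut at about 24% in these data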;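 further: plate controls were DMSO alone for no effect and ferristatin control at 100 nM for full effect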
Fh CTSL1 inh – counter-screen for PFM18AAP inhibitors: inhibitors of F. hepatica cathepsin L1 | recombinant F. hepatica cathepsin L1, Z-Leu-Arg-MCA fluorescence | inhibition, % at 5.96 µM | hit rate 0.49% among 300,000 | AID 1906;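 active means inhibition above the mean of all tested compounds plus 3 SD, set per screening campaign, cut at about 17% in these data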;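 further: 0% = plate median of test compound wells and 100% = 1 µM Z-Phe-Ala-diazomethylketone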
core dimer inh – blocks dimerization of HCV core protein; TR-FRET GST/Flag-core106 dimerization, 1536-well; inhibition, % at 5 µM; hit rate 0.33% among 300,000;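 active means inhibition above the mean of all tested compounds plus 3 SD, set per screening campaign, cut at about 45% in these data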
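System: GST-tagged and Flag-tagged HCV core protein residues 1-106 / Input: core106 proteins, GST 13.5 nM and Flag 17 nM / Buffer or medium: KF-containing HEPES buffer, pH 7.45, DTT, CHAPS, BSA / Probe or stimulus: Eu-anti-GST and XL665-anti-Flag labelled anti-tag antibodies / Schedule: 4 h, 22.5 °C incubation / Technique: TR-FRET 671 and 617 nm emission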
PAFAH2 inh – PAFAH2 (human) inhibition; Q99487; recombinant PAFAH2, FP-rhodamine activity probe, fluorescence polarization; inhibition, % at 3.39 µM; hit rate 0.99% among 340,000; AID 492956;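 active means inhibition above the mean over all tested compounds plus 3 SD, cut at about 30% in these data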;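 further: inhibitors block probe labeling of enzyme so polarization drops; 0% = enzyme with DMSO and 100% = wells lacking PAFAH2 protein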
* = called active by the depositor; / = not tested or not shown; & = joins results of further samples.

SMILES	PP1 inh	AHR activator	procasp3 activ	PP5 inh	procasp7 counter	TPT1 inhibitor	Fh CTSL1 inh	core dimer inh	PAFAH2 inh
Cc1ccc(NC(=O)COc2cccc3ccccc23)c(O)c1	0	31	3	0.0	0	/	/	/	-2
COc1ccc(NC(=O)CSc2nc3nc(C)cc(C)n3n2)cc1	3	-3	-5	1.7	14	-1	0	3	7
Cc1ccc(-c2ccc(=O)n(CCC(=O)N3CCN(c4ccccc4)CC3)n2)cc1	-4	4	-4	1.7	-7	0	-7	11	0
CCNC(=S)N/N=C/c1ccco1	-3	4	3	-1.4	3	-5	4	-10	-1
c1nc(COc2nsnc2N2CCOCC2)cs1	-1	0	0	-1.8	17	-6	3	-3	4
O=C(COC(=O)c1ccc(Cl)c(S(=O)(=O)N2CCCCC2)c1)NCc1ccco1	3	2	6	-2.1	9	-6	-13	20	22
O=C(Nc1ncc([N+](=O)[O-])s1)C1CC(=O)N(c2ccc(F)cc2)C1 (stereo unspecified)	1	4	-2	1.8	-3	2	3	-2	-1
Cc1ccc(-n2nc(C)c3c(C)c(CCC(=O)NCc4ccccc4)c(C)nc32)cc1	-3	0	4	-2.2	4	1	-1	6	-1
COc1cccc(N2CC(C(=O)Nc3nnc(SCC(=O)NCc4ccco4)s3)CC2=O)c1 (stereo unspecified)	0	-6	-9	0.1	-10	-1	-2	21	4
O=C1C(=O)N(CCN2CCOCC2)C(c2ccc(Cl)cc2)/C1=C(/O)c1ccc(S(=O)(=O)N2CCOCC2)cc1 (stereo unspecified)	3	0	-2	-0.6	0	-3	4	-10	2
CN(CCNC(=O)c1cc2c(=O)n(C)c3ccccc3c2n1C)Cc1ccccc1	2	33	7	-0.4	6	0	7	-4	8
O=C(O)CC(C(=O)O)c1cn(Cc2ccccc2)c2ccccc12 (stereo unspecified)	9	10	-5	3.3	-4	6	-3	31	7
Cc1cccc(N2CC(C(=O)Nc3nnc(SCCC4OCCO4)s3)CC2=O)c1 (stereo unspecified)	3	-1	-2	1.2	-5	3	8	17	16
CCS(=O)(=O)c1ccc2oc(Nc3ccc(C(C)(C)C)cc3)nc2c1	4	25	-2	6.3	1	0	1	-1	-4
Cc1ccccc1N(Cc1cc(=O)[nH]c2ccccc12)C(=O)CCl	-2	12	-7	0.0	8	2	4	10	1
Cc1c(NC(=O)c2cccc(NC(=O)Cc3c(F)cccc3Cl)c2)c(=O)n(-c2ccccc2)n1C	-4	0	7	-1.4	2	/	/	/	0
CC1CCCC(NC(=O)Cn2cc3c(n2)CCCCC3)C1C (stereo unspecified)	-1	1	0	0.3	-3	-4	3	-1	-5
COc1ccc(OCC(=O)Nc2ccc(N3CCN(Cc4ccccc4F)CC3)cc2)cc1	-2	2	5	-1.2	8	3	0	6	8
O=C(NCc1ccccc1F)c1ccc2ccccc2n1	-1	2	0	1.4	-5	-2	-3	-7	8
O=C(c1cc(COc2ccc(F)cc2F)on1)N1CCN(C2CCCC2)C(=O)C1	-3	2	0	0.3	6	-3	0	8	4

Limited to PP5 inh and core dimer inh (three entries from above):
SMILES	PP5 inh	core dimer inh
CCS(=O)(=O)c1ccc2oc(Nc3ccc(C(C)(C)C)cc3)nc2c1	6.3	-1
Cc1ccccc1N(Cc1cc(=O)[nH]c2ccccc12)C(=O)CCl	0.0	10
Cc1c(NC(=O)c2cccc(NC(=O)Cc3c(F)cccc3Cl)c2)c(=O)n(-c2ccccc2)n1C	-1.4	/

Other results:
SMILES	PP1 inh	AHR activator	procasp3 activ	PP5 inh	procasp7 counter	TPT1 inhibitor	Fh CTSL1 inh	core dimer inh	PAFAH2 inh
CC(C)[C@H](NC(=O)[C@@H]1Cc2ccccc2CN1C(=O)OC(C)(C)C)C(=O)NCC1CCC(C(=O)O)CC1 (stereo partly specified)	-2	0	6	0.0	10	-7	0	-22	-2
COc1ccc(C(CNC(=O)Cc2cccs2)N(C)C)cc1 (stereo unspecified)	-4	-2	6	1.2	-1	-1	-7	2	-1
Nn1c(SCC(=O)NCCN2C(=O)CSC2=O)nnc1-c1ccc(OC(F)F)cc1	-4	3	8	-1.7	5	1	-8	1	0
N#C/C(=C\c1cc([N+](=O)[O-])ccc1Cl)C(N)=O	-4	3	6	0.9	6	0	-9	0	1
CC(C)n1ncc2c(C(=O)N3CCN(c4ccccc4)CC3)cc(-c3ccccc3)nc21	8	-1	6	3.9	4	/	/	/	7
COc1ccc(CN2CCCN(S(=O)(=O)c3ccc(Br)cc3)CC2)cc1	3	18	7	1.9	8	0	2	-10	-8
CCOC(=O)CC(=O)Nc1nc2ccccc2s1	-1	15	-3	2.1	-4	-4	-3	-1	4
S=C(Nc1ccc(Cl)c(Cl)c1)NC1CCN(Cc2ccccc2)CC1	12	3	-17	7.2	-8	3	5	-2	-18
COc1ccc(N2CCN(CC(=O)c3ccc(Cl)cc3)CC2)cc1	-2	10	8	-0.8	2	2	4	3	8
CCCCOc1ccc(OC(=O)c2cccnc2)cc1	1	3	1	1.2	6	-1	0	-8	2
O=C(Nc1cccc(O)c1)c1ccc2c(c1)C(=O)N(Cc1ccco1)C2=O	-2	3	6	2.4	2	2	0	8	-9
Cc1ccc(-n2c(O)c(C=NCc3ccccn3)c3ccccc3c2=O)cc1	-2	23	2	-2.5	4	0	1	4	-1
COc1cc2c(cc1OC)C(COc1ccc([N+](=O)[O-])cc1)NCC2 (stereo unspecified)	0	4	4	0.5	-6	1	5	-1	2
COCC(C)n1c(-c2ccc3c(c2)NC(=O)CO3)csc1=Nc1ccc(OC(F)F)cc1 (stereo unspecified)	3	-1	-1	12*	2	0	3	1	4&-2
CC(C)Cc1nnc(NC(=O)CCC(=O)NC2CCCCC2)s1	0	0	5	2.7	2	-2	-2	4	6
COc1cc(C(=O)Nc2cc3c(cc2N2CCCCC2)n(C)c(=O)n3C)cc(OC)c1OC	1	14	-4	3.8	6	-1	2	6	-1
CC(=O)Nc1ccc(C(=O)Nc2nc(-c3ccccn3)cs2)cc1	4	16	-10	-5.0	-20	4	-6	16	6
Cc1cc(-c2ccccc2)nc(Oc2ccc(C(C)(C)C)cc2)c1S(C)(=O)=O	7	5	4	8.7	5	6	1	13	2
CN(C)c1nc(SCCOC(=O)Nc2ccccc2)nc(N(C)C)n1	1	-3	2	1.3	-6	-3	-2	-1	2
CCC(=O)Nc1nc(=S)ss1	-2	5	-11	0.9	-16	0	-2	-4	8
CSc1ncccc1C(=O)OCc1ccc([N+](=O)[O-])cc1	-2	0	4	0.5	3	2	4	1	-4
CC1CCC/C(=N\NC(=S)NCc2ccccc2)C1 (stereo unspecified)	1	13	-8	1.4	-1	1	6	3	0
CCCNC(=O)c1cc(-c2ccccc2)c(N2CCCCC2)s1	0	1	-2	0.4	14	0	3	10	2
CCCCCc1ccc(OCCCC[n+]2ccc(C)cc2)c(CCCCC)c1	14	-1	2	0.5	0	0	0	-3	0
COc1cc(C)c(S(=O)(=O)Nc2ccc(CC(=O)O)cc2)cc1C	-2	5	-10	-2.1	5	-1	8	6	2
O=C1CCCC2=C1C(c1ccccc1)NC(=S)N2 (stereo unspecified)	-2	1	-3	-0.5	5	1	1	-2	0
NC(N)=Nc1cc2ccccc2c2ccccc12	0	9	3	-0.1	7	-2	-4	-4	/
CC(CCc1ccccc1)NC(=O)CC(C)c1ccccc1 (stereo unspecified)	4	-1	7	0.1	10	-1	3	5	-5
O=C(NC(=S)Nc1ncccn1)c1ccccc1Cl	-2	8	-9	0.5	-8	-1	2	5	-2
CC(=O)c1ccc(S(=O)(=O)NCC(=O)Nc2nc3ccccc3[nH]2)cc1	3	13	-6	-0.3	2	/	/	/	3
Cc1ccc(/C=C/c2nc3sc(C(=O)O)c(C)c3c(=O)[nH]2)cc1[N+](=O)[O-]	-3	-1	-25	1.9	-12	0	1	2	11
CN(CC(=O)Nc1ccc(Cl)c(C(F)(F)F)c1)C(=O)C1(c2ccccc2)CC1	-1	0	5	2.7	-3	-5	7	-5	0
CC(=O)N/C(=C\c1ccccc1)C(=O)OCC(=O)Nc1ccc(C)c(S(=O)(=O)N(C)C)c1	/	4	-1	/	10	/	/	/	6
CS(=O)(=O)N(CC(=O)N1CCCC1)Cc1ccc(Cl)c(Cl)c1	0	-3	4	1.2	-2	1	-2	1	-4
COc1ccc(-c2cc(CCCC(=O)NCc3ccccn3)no2)cc1	0	-5	3	2.3	-10	0	-3	22	-1
OCc1cn(-c2ccccc2)nc1-c1cc2ccccc2o1	-3	10	14	4.3	8	0	4	3	-3
COc1ccc(OC)c(S(=O)(=O)Nc2cccc(-c3ccc4nncn4n3)c2)c1	-6	1	-8	-1.0	6	-3	-4	5	5
NS(=O)(=O)c1ccc(CCNC(=O)C2CC(=O)N(Cc3ccccc3Cl)C2)cc1 (stereo unspecified)	1	-1	1	0.3	4	/	/	/	3
CCOc1cc(C2C(C#N)=C(N)Oc3n[nH]c(-c4ccncc4)c32)cc([N+](=O)[O-])c1O (stereo unspecified)	-1	2	-6	3.1	2	0	3	-16	/
CCN(CC)C(=O)c1ccc(C)c(Br)c1	-2	1	-3	4.2	0	-2	3	-2	-8
CC1(C(=O)N(CC(=O)NC2CCCC2)Cc2ccccc2)CC(=O)N=C2C=CC=CN21 (stereo unspecified)	1	-1	-1	2.5	-3	0	-1	-12	-1
Cc1ccc(S(=O)(=O)NCC(=O)OCc2nnc(-c3ccccc3)o2)cc1	0	1	-2	0.9	6	1	-56	0	7
O=C(CCc1nc2ccccc2[nH]1)Nc1ccc(F)cc1	-1	-5	0	-1.2	5	3	-2	0	-10
CCN(CC)CCCNc1nc(N)c([N+](=O)[O-])c(NCCO)n1	6	-3	0	-1.0	7	-2	0	-1	5
Cc1ccc(C)c(/C=N/Nc2nc3ccccc3c(=O)n2O)c1	-1	1	-7	-2.5	-3	-4	5	3	/
COCCN1C=C(C(=O)OC)C(c2ccc(OC)c(OC)c2)C(C(=O)OC)=C1	-2	-2	-5	3.1	1	-4	-1	-5	1
CC(OC(=O)C1=COCCO1)C(=O)NC(C)c1ccc(Cl)cc1Cl (stereo unspecified)	-1	5	0	2.6	7	3	-1	-8	8
COc1ccc(C2=NOC(C)(c3nnc(Cc4ccccc4)o3)C2)cc1 (stereo unspecified)	-1	0	-1	-0.5	-1	1	0	5	-20
Cc1ccc(S(=O)(=O)NCCC(=O)NCCc2ccc(S(N)(=O)=O)cc2)cc1C	/	0	5	/	-2	/	/	/	1
CCN(CC(=O)Nc1c(F)cccc1F)C(=O)CSC(=S)N1CCCC1	1	5	-5	3.4	-1	/	/	/	-6

Rows are unselected; any-hit rate near 5.6%.
